CRFR2-BP antag – antagonists of CRF-BP/CRF-R2 complex, primary screen, cell-based, HEK293, calcium dye fluorescence, uHTS; inhibition, % at 11.8 µM; CRF-induced calcium fluorescence; hit rate 0.59% among 350,000; AID 588475, 2011;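 active = inhibition of the ligand-induced calcium signal above about 50% at the single tested concentration, limit read from the data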
CRFBP-R2 agonist – agonists of CRF-BP/CRF-R2 complex, primary screen, cell-based, HEK293, calcium dye fluorescence, uHTS; calcium dye fluorescence (FLIPR); percent of saturating CRF peptide response; activation, % at 13.2 µM; CRF-binding protein / CRF receptor 2 complex (human); AID 588473, 2011; hit rate 0.46% among 350,000;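 active = activation of at least 50%, plus an integration ratio under a set limit after plate pattern correction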;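 note: plate controls were neutral control wells without compound for no effect and CRF at EC100 for full effect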
M5 antag – human M5 muscarinic receptor antagonists, primary screen, CHO cells, Fluo-8 calcium fluorescence; Muscarinic acetylcholine receptor M5 (Homo sapiens), P08912; CHO-hM5 cells, ACh EC80; inhibition, % at 3 µM; hit rate 0.59% among 360,000; AID 624040, 2012;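 active = inhibition above a per-plate cutoff, the mean of that plate's test compounds plus 3 SD, cut at about 27% in these data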;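 note: 0% = acetylcholine EC80 with DMSO and 100% = DMSO without agonist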
Target sequence (P08912 whole entry, looked up): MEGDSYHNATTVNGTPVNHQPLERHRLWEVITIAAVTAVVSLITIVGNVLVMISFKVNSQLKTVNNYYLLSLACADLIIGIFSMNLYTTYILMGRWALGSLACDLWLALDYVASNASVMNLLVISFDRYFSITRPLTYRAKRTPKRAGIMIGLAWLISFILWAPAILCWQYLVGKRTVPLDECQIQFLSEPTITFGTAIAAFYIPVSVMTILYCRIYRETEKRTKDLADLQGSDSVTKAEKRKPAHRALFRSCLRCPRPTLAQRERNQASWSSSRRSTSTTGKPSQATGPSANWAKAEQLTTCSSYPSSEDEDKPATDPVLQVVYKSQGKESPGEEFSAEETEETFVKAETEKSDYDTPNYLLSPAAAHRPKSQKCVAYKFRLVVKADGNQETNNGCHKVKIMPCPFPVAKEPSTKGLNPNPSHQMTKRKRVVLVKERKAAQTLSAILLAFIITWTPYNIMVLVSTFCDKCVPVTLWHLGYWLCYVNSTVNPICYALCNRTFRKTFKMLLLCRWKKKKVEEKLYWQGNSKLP
CHRM4 agonist – human M4 muscarinic receptor agonists, primary screen, CHO-K1 cells, Fluo-8 calcium fluorescence. Muscarinic acetylcholine receptor M4 (Homo sapiens), P08173. CHO-K1 hM4/Gqi5; vehicle 0%, full acetylcholine response 100%. activation, % at 3 µM. hit rate 0.14% among 360,000;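 active = activation above the run mean over all test wells plus 3 SD, cut at about 32% in these data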;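 note: peak over basal fluorescence ratio per well then scaled between controls; 0% = DMSO wells and 100% = acetylcholine at EC100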
M1 PAM – human M1 muscarinic receptor positive allosteric modulators, primary screen, CHO-K1 cells, Fluo-8 calcium fluorescence, 1536-well; Muscarinic acetylcholine receptor M1 (Homo sapiens), P11229; CHO-K1 hM1, ACh EC20; 0% = ACh EC20, 100% = maximal ACh; activation, % at 3 µM; hit rate 0.088% among 360,000; in the data active = activation above about 19%, passing the limit was not always enough
Target sequence (P11229 whole entry, looked up): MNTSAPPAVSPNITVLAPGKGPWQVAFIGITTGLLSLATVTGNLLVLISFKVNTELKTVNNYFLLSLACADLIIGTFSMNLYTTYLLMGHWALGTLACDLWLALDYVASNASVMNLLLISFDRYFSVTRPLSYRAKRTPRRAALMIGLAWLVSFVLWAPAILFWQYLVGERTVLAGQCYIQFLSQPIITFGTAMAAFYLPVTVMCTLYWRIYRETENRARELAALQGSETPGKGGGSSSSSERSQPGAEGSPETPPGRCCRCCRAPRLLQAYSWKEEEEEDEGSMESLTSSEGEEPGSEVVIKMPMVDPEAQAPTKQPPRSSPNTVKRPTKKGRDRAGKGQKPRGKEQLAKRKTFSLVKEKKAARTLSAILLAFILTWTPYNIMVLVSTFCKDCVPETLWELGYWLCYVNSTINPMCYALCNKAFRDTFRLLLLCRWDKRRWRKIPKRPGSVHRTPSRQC
CHRM4 PAM – human M4 muscarinic receptor positive allosteric modulators, primary screen, CHO-K1 cells, Fluo-8 calcium fluorescence | CHO-K1 hM4/Gqi5, ACh EC20; 0% = ACh EC20, 100% = maximal ACh | activation, % at 3 µM | hit rate 0.4% among 360,000;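 active = activation above its plate's cutoff, the mean activation of sample wells plus 3 SD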; note: some results filed as inactive read as strong as hits
CHRM5 PAM – human M5 muscarinic receptor positive allosteric modulators, primary screen, CHO-K1 cells, Fluo-8 calcium fluorescence | hit rate 0.3% among 360,000 | CHO-K1 hM5, ACh EC20 PAM; 0% = ACh EC20, 100% = ACh EC100 | activation, % at 3 µM | AID 624038, 2012 | Muscarinic acetylcholine receptor M5 (Homo sapiens), P08912;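 active = activation above the run cutoff, the mean activation of all test compounds plus 3 SD, cut at about 18% in these data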
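Assay system – human M5 receptor in CHO-K1 cells · Read-out – % activation, ACh-normalized · Technique – Fluo-8 calcium fluorescence · Dosing – single-point, 3 µM nominal · Incubation – Fluo-8 loading 80 min at 37 °C plus 30 min room temperature · Repeats – singlicate, one well per test compound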
M4 antag – human M4 muscarinic receptor antagonists, primary screen, CHO cells, Fluo-8 calcium fluorescence; Muscarinic acetylcholine receptor M4 (Homo sapiens), P08173; CHO-hM4 cells, ACh EC80; inhibition, % at 3 µM; hit rate 0.73% among 360,000; AID 624125, 2012;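 active = inhibition above its plate's cutoff, the mean inhibition of sample wells plus 3 SD, cut at about 27% in these data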;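 note: 0% = acetylcholine EC80 with DMSO and 100% = DMSO without agonist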
M5 ag – human M5 muscarinic receptor agonists, primary screen, CHO-K1 cells, Fluo-8 calcium fluorescence; AID 624037, 2012; activation, % at 3 µM; CHO-K1 hM5 cells; 0% DMSO wells, 100% maximal acetylcholine response; Muscarinic acetylcholine receptor M5 (Homo sapiens), P08912; hit rate 0.19% among 360,000;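 active = activation above the run's mean over test compounds plus 3 SD, cut at about 23% in these data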;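 note: signal is peak over basal fluorescence ratio across the kinetic read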
* = called active by the depositor; . = not tested or not shown.

SMILES	CRFR2-BP antag	CRFBP-R2 agonist	M5 antag	CHRM4 agonist	M1 PAM	CHRM4 PAM	CHRM5 PAM	M4 antag	M5 ag
Cc1ccccc1CN1CCN(S(=O)(=O)c2cccc3nsnc23)CC1	-12	-0.2	20	3	6	-5	-7	-4	-5
CC(Cc1cccs1)NC(=O)Nc1ccc(F)cc1 (stereo unspecified)	35	2.4	-1	2	4	-3	-3	-1	-1
CCOc1ccc(NC(=O)COc2ccc(C(=O)NCc3cccnc3)cc2OC)cc1	6	-1.1	-1	2	5	3	-5	-25	2
CC(=O)OC(C#CCN1CCOCC1)c1ccccc1 (stereo unspecified)	36	0.5	1	0	2	-3	-4	10	0
CCOC(=O)C1=C(CS(=O)(=O)c2ccc(C)cc2)NC(=O)NC1c1cc(OC)c(O)c(OC)c1 (stereo unspecified)	0	-0.9	9	1	-4	-7	-1	0	-4
CC(=NNC(=S)N1CCCCC1)c1ccccn1	-4	3.0	1	-1	4	10	-4	-12	0
Cc1cc(C)c2nc(N3CCC(C(=O)N4CCN(c5ncccn5)CC4)CC3)sc2c1	2	-6.8	7	0	-9	16	-3	-9	-2
CCCCCNC(=O)CSC1=N/C(=C\c2ccc(Cl)c(Cl)c2)C(=O)N1CC	13	1.2	-2	0	1	-5	-2	4	1
CCOC(=O)/C(C#N)=C/C1=C(N2CCCC2)CC(C)(CC)OC1 (stereo unspecified)	-7	-1.5	8	1	-3	10	-5	3	-1
O=C(Cn1nc(-c2ccco2)ccc1=O)Nc1ccc(Br)cc1	1	-0.3	1	1	18	-7	4	8	2
COc1ccc(C2CC(C(F)(F)F)n3nc(C(=O)O)c(Cl)c3N2)cc1OC (stereo unspecified)	3	3.1	-4	1	11	4	0	4	-1
COc1cc(/C=N/NC(=O)CCn2c3ccccc3c3ccccc32)ccc1O	-22	-1.1	8	10	-7	-2	-4	13	4
CC/C(C)=N/Nc1nc2c(c(=O)[nH]c(=O)n2C)n1Cc1ccccc1	-1	-0.1	2	-2	7	9	2	-9	-9
COc1ccc(/C=C2/SC(=O)N(CCC(=O)Nc3ccc(S(=O)(=O)Nc4nccs4)cc3)C2=O)cc1	8	4.4	3	0	6	1	-4	9	-4
CCC(C)n1c(SCC(=O)NC2CCCC2)nc2ccccc2c1=O (stereo unspecified)	24	0.2	6	0	3	7	-2	-4	2
OC(COCc1ccccc1F)CN1CCCCC1 (stereo unspecified)	6	-1.9	-2	0	8	-3	5	-15	-1
Cc1sc(NC(=O)/C=C/c2ccco2)c(C(=O)O)c1C	0	-2.1	9	0	18	8	2	-3	-1
Cc1ccc(C)c(NC2=NC3(CCCCC3)N=C(N)N2)c1	10	-0.7	2	0	-6	8	2	10	-6
CCN(c1ccc(OC)cc1)S(=O)(=O)c1nnc(NC(=O)COc2ccccc2)s1	15	-0.1	3	2	4	3	-2	-1	-3
CC12COC3(C(=O)NCCc4ccccc4)CC1CCC32C (stereo unspecified)	6	-0.7	6	0	7	-5	-3	0	-3
C#CCCOC(=O)N1C2=NC(C(=O)OC)=C(C(=O)OC)[C@@H]3N(C)c4ccccc4[C@]23C[C@H]1C(=O)OC	-4	2.0	0	1	5	11	6	-10	1
COc1ccc(-c2[nH]nc3c2C2(C(=O)N(CC(=O)O)c4ccccc42)C(C#N)=C(N)O3)cc1OC (stereo unspecified)	-3	0.2	-5	1	9	2	1	2	-2
CN(C)c1nc(N2CCOCC2)nc(N(c2ccccc2)c2ccccc2)n1	-5	1.6	-9	-1	4	4	-2	-5	-1
O=[N+]([O-])c1cnccc1Nc1cccc(F)c1	-15	1.4	-8	0	10	-3	3	9	-1
CSc1nc(N)c2c3c(sc2n1)CN(C)CC3	-6	1.0	11	3	4	2	-3	-10	-5

Compound profiles, from the list above. Order of values: CRFR2-BP antag | CRFBP-R2 agonist | M5 antag | CHRM4 agonist | M1 PAM | CHRM4 PAM | CHRM5 PAM | M4 antag | M5 ag
`O=C(Cn1nc(-c2ccco2)ccc1=O)Nc1ccc(Br)cc1` is listed with 1 | -0.3 | 1 | 1 | 18 | -7 | 4 | 8 | 2
`CCCCCNC(=O)CSC1=N/C(=C\c2ccc(Cl)c(Cl)c2)C(=O)N1CC` is listed with 13 | 1.2 | -2 | 0 | 1 | -5 | -2 | 4 | 1

An excerpt of these results, with two lines to a compound:
Below each SMILES – CRFR2-BP antag, CRFBP-R2 agonist, M5 antag, CHRM4 agonist, M1 PAM, CHRM4 PAM, CHRM5 PAM, M4 antag, M5 ag
> CC(=NNC(=S)N1CCCCC1)c1ccccn1
 : -4, 3.0, 1, -1, 4, 10, -4, -12, 0
> Cc1cc(C)c2nc(N3CCC(C(=O)N4CCN(c5ncccn5)CC4)CC3)sc2c1
 : 2, -6.8, 7, 0, -9, 16, -3, -9, -2
> CCCCCNC(=O)CSC1=N/C(=C\c2ccc(Cl)c(Cl)c2)C(=O)N1CC
 : 13, 1.2, -2, 0, 1, -5, -2, 4, 1
> CCOC(=O)/C(C#N)=C/C1=C(N2CCCC2)CC(C)(CC)OC1 (stereo unspecified)
 : -7, -1.5, 8, 1, -3, 10, -5, 3, -1
> O=C(Cn1nc(-c2ccco2)ccc1=O)Nc1ccc(Br)cc1
 : 1, -0.3, 1, 1, 18, -7, 4, 8, 2
> COc1ccc(C2CC(C(F)(F)F)n3nc(C(=O)O)c(Cl)c3N2)cc1OC (stereo unspecified)
 : 3, 3.1, -4, 1, 11, 4, 0, 4, -1
> COc1cc(/C=N/NC(=O)CCn2c3ccccc3c3ccccc32)ccc1O
 : -22, -1.1, 8, 10, -7, -2, -4, 13, 4

(continued)
SMILES	CRFR2-BP antag	CRFBP-R2 agonist	M5 antag	CHRM4 agonist	M1 PAM	CHRM4 PAM	CHRM5 PAM	M4 antag	M5 ag
Cc1nn(-c2ccccc2)c(N)c1C(O)(C(F)(F)F)C(F)(F)F	3	0.1	3	1	11	3	-1	-1	0
Cc1ccc(S(=O)(=O)NCCC(=O)N2CCCCCC2)cc1	0	0.1	10	1	-1	3	-5	4	1
C=CCN1CCN(C(=O)CCc2ccccc2)CC1	-4	1.9	22	0	6	-4	-8	15	-5
Cc1c(Br)c([N+](=O)[O-])nn1CC(=O)NC1CCCCCC1	4	-2.1	6	0	12	-2	7	-8	-4
COc1ccc(OC)c(NP2(=O)OCC(C)([N+](=O)[O-])CO2)c1 (stereo unspecified)	11	-4.0	7	1	16	10	4	-2	1
CCN(CC)C(=O)Cn1cc(S(=O)(=O)CC(=O)NCc2ccc(C)cc2)c2ccccc21	7	-2.5	-5	2	5	-2	4	-3	-2
Cc1ccc(S(=O)(=O)N2CCN(C(=O)CSc3nc4ccccc4c(=O)[nH]3)CC2)cc1	1	0.2	-2	1	6	5	8	-6	-10
O=C(CSc1nc(-c2ccco2)cc(C(F)(F)F)n1)Nc1cccnc1	10	-0.9	-4	5	2	10	1	-3	5
CN(CCc1ccccc1)C(=O)c1ccc(NC(=O)Cc2cccc(NC(=O)C3CCN(C(=O)C4CC4)CC3)c2)cc1	-9	2.4	-12	0	17	11	5	-12	-1
O=C(CCS(=O)(=O)c1ccc(F)cc1)Nc1nccs1	11	-1.2	-2	1	14	-6	2	-1	2
Oc1ccccc1-c1nc2cnccn2c1Nc1ccc2c(c1)OCCO2	-8	0.3	12	0	-4	11	-7	-6	-1
CC(C)NC(=O)c1sc(=S)n2c1[nH]c(=O)c1ccc(C(=O)NCCc3ccc(Cl)cc3)cc12	21	0.4	0	2	20	9	6	-12	-1
CC1Cc2cc(-c3csc(N)n3)ccc2O1 (stereo unspecified)	6	-1.2	2	1	12	5	2	-4	-1
CCCCCc1c(-c2cccc(Cl)c2)ncn1CCc1ccccc1OC	.	.	-5	0	.	1	4	-23	-2
COc1ccc(CN(C)CCCn2cnc3c(OCc4ccccc4)ncnc32)cc1	-1	-2.4	-6	2	-7	-8	0	-8	-3
COc1ccc(C2N(C(=O)N(C)C)CCN2S(=O)(=O)c2ccc(OC)cc2)cc1 (stereo unspecified)	-10	1.8	4	1	7	1	7	-9	-3
CSc1ncccc1C(=O)N1CCN(S(=O)(=O)c2ccc3c(c2)OCCO3)CC1	-7	2.2	-2	2	0	4	2	4	-2
COc1cccc(C(=O)c2c(C)c(CCC#N)n3ccccc23)c1	8	0.6	10	3	9	2	-1	1	-3
COc1ccc(NC(=O)CNS(=O)(=O)c2ccc(Cl)cc2)cc1	-19	1.3	-4	2	-3	1	5	-8	0
COc1ccc(NC(=O)CCN2CCCCC2)cc1	-7	0.7	10	1	-1	-2	-1	5	0
C/C=C/c1ccc(Oc2nnnn2-c2ccc(C(N)=O)cc2)c(OC)c1	6	-1.4	-7	1	-1	-5	-2	5	-6
CN(C)Cc1nc2ccccc2c(=O)n1Cc1nc(-c2cccc([N+](=O)[O-])c2)cs1	11	-5.7	11	-3	-9	-6	-1	-3	-7
Cc1nnc(N/N=C/c2c(Cl)cccc2Cl)n1N	38	9.5	24	19	-10	-11	-17	8	0
Cc1c(CCO)c(=O)n(-c2ccccc2)n1S(=O)(=O)c1ccc(Cl)cc1	24	-0.8	0	0	-2	-1	-9	0	-4
CC(C)NS(=O)(=O)c1ccc(CCC(=O)NCc2ccco2)cc1	-7	0.0	-2	1	10	-4	3	1	-1
SMILES	CRFR2-BP antag	CRFBP-R2 agonist	M5 antag	CHRM4 agonist	M1 PAM	CHRM4 PAM	CHRM5 PAM	M4 antag	M5 ag
CCC(/C=N/NC(=O)C1COc2ccccc2O1)CC (stereo unspecified)	-1	-1.3	-4	2	12	8	-1	-10	-1
O=C(CN1CCOCC1)Nc1nc2ccc(Cl)cc2s1	-2	0.3	7	5	3	-3	0	-8	-2
Cc1[nH]n(-c2ncc(-c3ccccc3)s2)c(=O)c1C(c1ccc(Br)cc1)C(C#N)C#N (stereo unspecified)	19	2.7	4	-1	8	-6	-8	7	1
Cc1ccccc1C1C(C#N)=C2N=C(N)c3ccccc3N2C2=C1C(=O)CCC2 (stereo unspecified)	3	-1.1	13	2	8	2	-2	6	-1
Cc1ccc(C(CNS(=O)(=O)c2ccc(Cl)cc2)N2CCN(C)CC2)cc1 (stereo unspecified)	-19	10	5	6	11	4	-11	-12	-8
O=C(NCSc1ccncn1)c1ccccc1	-60	1.7	0	1	10	-4	0	2	-1
COc1ccccc1N1CCN(C(=O)c2sc3nc4n(c(=O)c3c2C)CCC4)CC1	31	0.1	6	1	1	1	-2	-1	-2

An excerpt from above in order of molar mass, smallest number first.
SMILES	CRFR2-BP antag	CRFBP-R2 agonist	M5 antag	CHRM4 agonist	M1 PAM	CHRM4 PAM	CHRM5 PAM	M4 antag	M5 ag
CCC(/C=N/NC(=O)C1COc2ccccc2O1)CC (stereo unspecified)	-1	-1.3	-4	2	12	8	-1	-10	-1
Cc1ccccc1C1C(C#N)=C2N=C(N)c3ccccc3N2C2=C1C(=O)CCC2 (stereo unspecified)	3	-1.1	13	2	8	2	-2	6	-1
Cc1[nH]n(-c2ncc(-c3ccccc3)s2)c(=O)c1C(c1ccc(Br)cc1)C(C#N)C#N (stereo unspecified)	19	2.7	4	-1	8	-6	-8	7	1
